GSH fluor: compound fluorescence on glutathione beads, profiling panel, artefact control, biophysical, 488/530 nm, flow cytometry | GSH beads flow cytometry, compound fluorescence 488/530 nm; stronger effect = higher value | fluorescence (KMESF) at 10 µM | 190,000 tested, 0.25% active | AID 1776, 2009; in the data active = fluorescence above about 89;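 also: glutathione beads carrying GST-tagged Bcl family fusion proteins plus one bare bead set; values are compound well signal with DMSO vehicle wells as background; inactives centre near 16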
Bim-Bfl-1: inhibitors of Bim binding to Bfl-1, primary screen, biochemical, multiplexed, bead-based flow cytometry | Bcl-2-related protein A1 (Homo sapiens), Q16548 | Bim-Bfl-1 binding inhibition | inhibition, % at 10 µM | 190,000 tested, 0.12% active | AID 1008, 2008;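 also: 0% = wells without compound plus tracer and 100% = blocker peptide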
ABCB1 inh: ABCB1 efflux pump inhibitors, primary screen, cell-based, multiplex, flow cytometry, ABCG2 counter-screen. ATP-dependent translocase ABCB1 (Homo sapiens), P08183. CCRF-Adr cells, JC-1 efflux. inhibition, % at 6.6 µM. 190,000 tested, 0.067% active. AID 1326, 2008; in the data active = inhibition above about 40%;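 also: 0% = vehicle and 100% = reference inhibitor; higher value means more JC-1 retained so stronger ABCB1 efflux block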
ABCG2 block: ABCG2 efflux pump inhibitors, primary screen, multiplex with ABCB1, IgMXP3 cells, flow cytometry | inhibition, % at 6.6 µM | AID 1325, 2008 | JC-1 efflux | Broad substrate specificity ATP-binding cassette transporter ABCG2 (Homo sapiens), Q9UNQ0 | 190,000 tested, 0.1% active;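 active = inhibition above 80%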;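 also: 0% = DMSO and 100% = nicardipine control wells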
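Test system: ABCG2 IgMXP3 and barcoded ABCB1 CCRF-Adr cell mix; Schedule: cells with compound and JC-1, 10 min at 25 °C, rotating, no wash; Technique: flow cytometry of retained JC-1 fluorescence; Measure: % inhibition of efflux relative to nicardipine and DMSO; Controls: nicardipine high and DMSO low controls.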
Bim-Bcl-XL: inhibitors of Bim-Bcl-XL binding, primary screen, biochemical, multiplexed, bead flow cytometry, human Bcl-XL; Bcl-2-like protein 1 (Homo sapiens), Q07817; Bim peptide-Bcl-XL binding, fluorescence; inhibition, % at 10 µM; 190,000 tested, 0.04% active
Target sequence (Q07817 whole entry, looked up): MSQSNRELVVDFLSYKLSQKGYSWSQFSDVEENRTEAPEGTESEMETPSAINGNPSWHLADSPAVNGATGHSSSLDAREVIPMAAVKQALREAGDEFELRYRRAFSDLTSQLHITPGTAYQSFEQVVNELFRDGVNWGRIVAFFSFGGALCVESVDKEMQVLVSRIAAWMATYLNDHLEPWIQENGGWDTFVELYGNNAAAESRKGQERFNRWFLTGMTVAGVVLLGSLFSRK
RGS7-Gao reg: RGS7-Galphao binding modulators, primary screen, biochemical, multiplexed bead flow cytometry. 220,000 tested, 0.35% active. actives lie on both sides. binding response (% of control), % at 10 µM; in the data active = binding response below about 49% or above about 150%; inconclusive = no clear call, values can overlap the other calls; inactive = in between;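 also: fluorescent Galphao held in activated GDP-AlF4 state binding bead-coupled RGS7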
Target sequence (P09471 whole entry, looked up): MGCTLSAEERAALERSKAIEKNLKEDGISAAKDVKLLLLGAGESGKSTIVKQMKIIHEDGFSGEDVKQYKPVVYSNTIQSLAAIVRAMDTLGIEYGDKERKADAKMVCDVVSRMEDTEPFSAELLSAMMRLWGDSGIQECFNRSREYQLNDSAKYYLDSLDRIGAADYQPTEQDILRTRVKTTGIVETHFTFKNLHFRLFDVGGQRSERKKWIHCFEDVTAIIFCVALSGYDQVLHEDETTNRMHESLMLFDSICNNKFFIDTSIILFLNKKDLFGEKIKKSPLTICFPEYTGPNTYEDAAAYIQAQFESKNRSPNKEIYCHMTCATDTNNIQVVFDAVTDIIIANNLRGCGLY
RGS4-Gao reg: modulators of RGS4 binding to Galphao, primary screen, biochemical, multiplexed bead flow cytometry; binding response (% of control), % at 10 µM; Guanine nucleotide-binding protein G(o) subunit alpha (Homo sapiens), P09471; 220,000 tested, 0.33% active; AID 1415, 2008; actives lie on both sides; in the data active = binding response below about 49% or above about 150%; inactive = in between;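 also: fluorescent Galphao activated with aluminum fluoride binding bead-coupled RGS4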
Bim-Bcl-W: inhibitors of Bim binding to Bcl-W, primary screen, biochemical, multiplexed, bead-based flow cytometry; Bcl-2-like protein 2 (Homo sapiens), Q92843; AID 952, 2007; Bim peptide-Bcl-W binding; 190,000 tested, 0.02% active; inhibition, % at 10 µM;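 also: 0% = bound tracer without compound and 100% = peptide blocker; higher means less fluorescent Bim peptide bound to Bcl-W beads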
Target sequence (Q92843 whole entry, looked up): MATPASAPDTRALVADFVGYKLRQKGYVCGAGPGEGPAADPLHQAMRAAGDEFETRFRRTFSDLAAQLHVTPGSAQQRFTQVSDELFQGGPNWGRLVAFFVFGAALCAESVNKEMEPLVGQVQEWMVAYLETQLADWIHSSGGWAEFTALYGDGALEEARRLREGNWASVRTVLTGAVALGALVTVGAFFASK
RGS8-Gao reg: RGS8-Galphao binding modulators, primary screen, biochemical, multiplexed bead flow cytometry; actives lie on both sides; Guanine nucleotide-binding protein G(o) subunit alpha (Homo sapiens), P09471; 220,000 tested, 0.34% active; response (percent of control binding), % at 10 µM; in the data active = response below about 60% or above about 140%; inactive = in between;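 also: Galphao activated as the GDP aluminium fluoride complex binding bead-coupled RGS8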
Bim-Bcl-B: inhibitors of Bim-Bcl-B binding, primary screen, biochemical, multiplexed, human Bcl-2 family; Bcl-2-like protein 10 (Homo sapiens), Q9HD36; bead-based flow cytometry, Bim peptide-Bcl-B binding; inhibition, % at 10 µM; 190,000 tested, 0.073% active; AID 951, 2007;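 also: 0% = tracer peptide without compound and 100% = reference inhibitor peptide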
Bim-Bcl-2: inhibitors of Bim-Bcl-2 binding, primary screen, biochemical, multiplexed, human Bcl-2 family. Bead-based flow cytometry, Bim peptide-Bcl-2 binding. 190,000 tested, 0.06% active. Apoptosis regulator Bcl-2 (Homo sapiens), P10415. inhibition, % at 10 µM; in the data active = inhibition above about 40%; inconclusive = no clear call, values can overlap the other calls;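 also: 0% = no compound wells with probe peptide and 100% = reference peptide inhibitor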
Target sequence (P10415 whole entry, looked up): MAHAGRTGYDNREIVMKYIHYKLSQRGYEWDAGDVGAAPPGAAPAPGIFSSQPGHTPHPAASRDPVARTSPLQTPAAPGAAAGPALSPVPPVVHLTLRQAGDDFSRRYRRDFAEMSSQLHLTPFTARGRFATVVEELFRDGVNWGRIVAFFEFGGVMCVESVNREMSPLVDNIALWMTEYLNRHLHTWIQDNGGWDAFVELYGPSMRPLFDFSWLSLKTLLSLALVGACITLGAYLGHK
An asterisk follows results filed as active; ? = inconclusive. Rule as the data show it, unless noted: active = inhibition above about 40%. Compounds as they come; any-hit rate near 1.1%.

SMILES	GSH fluor	Bim-Bfl-1	ABCB1 inh	ABCG2 block	Bim-Bcl-XL	RGS7-Gao reg	RGS4-Gao reg	Bim-Bcl-W	RGS8-Gao reg	Bim-Bcl-B	Bim-Bcl-2
O=C(CSc1ncnc2c1cnn2CCc1ccccc1)Nc1ccc(F)cc1	10	0	0.2	3	0	101	108	-2	106	-3	-5
NC(=S)NC(=O)/C=C/c1ccccc1	13	-7	0.9	18	-10	103	103	-9	104	-11	-7
CCOC(=O)C(=O)Nc1ccccc1C(=O)NCc1ccccc1	15	-5	0.5	10	-1	?	103	-1	101	-2	-2
Cc1c(NC(=O)c2ccccc2NS(=O)(=O)c2ccc(F)cc2)c(=O)n(-c2ccccc2)n1C	29	-10	-0.1	0	-3	102	105	0	102	-5	-6
Cc1ccc(/C=C(\NC(=O)c2ccc(C)cc2)c2nc(=S)[nH][nH]2)cc1	29	-15	-0.1	0	-4	103	99	-1	100	-21	-8
C=COCCNC(=S)Nc1ccccc1	12	-5	0.5	-2	-5	103	102	-5	102	-1	-3
Cc1nnc(SCC(=O)N2c3ccccc3CC2C)[nH]c1=O (stereo not drawn)	8	0	0.3	0	-1	98	100	0	106	-1	0
CCc1ccc2[nH]c(=O)c(CN(Cc3ccc4c(c3)OCO4)Cc3nnnn3C3CCCC3)cc2c1	32	-13	0.7	1	-5	99	98	1	101	-5	-6
CS(=O)(=O)N(CC(=O)NCc1ccc2c(c1)OCO2)Cc1ccc(Cl)cc1	53	-4	0.1	-1	-1	100	99	0	102	0	0
O=C(NCCO)c1cccc2c1-c1ccccc1C2=O	9	1	0.3	2	-5	95	96	-1	97	-3	-1
COc1ccc(-c2cc(C#N)nc(N3CCN(C)CC3)n2)cc1	24	2	1.2	13	-4	91	94	-3	95	-4	-3
Cc1noc(C)c1CSc1nnc(-c2ccccc2)o1	16	-3	1.3	4	-3	95	99	-2	100	-7	0
COc1ccc(OCC(O)CN2CCCCC2)cc1 (stereo not drawn)	25	-6	0.2	1	-1	96	99	0	102	-1	-4
COc1cccc(Cn2cnc3c(NS(=O)(=O)c4ccc(Cl)cc4)c(C)c(C)cc32)c1	45	10	1.1	2	11	83	74	1	92	7	14
O=C(O)c1cscn1	6	-4	0.2	0	-3	100	102	-2	103	-4	-2
COc1ccc(/C=N/Nc2snc(SC)c2C#N)cc1OC	22	0	0.2	4	-1	101	101	-2	101	-1	-3
COc1ccc(C2C(C#N)=C(N)N(c3ccccc3)C3=C2C(=O)CCC3)cc1Cn1cc([N+](=O)[O-])cn1 (stereo not drawn)	23	-15	1.5	7	-12	102	102	-3	102	-7	-9
C#CCSc1nc(N)c2c(n1)OC(N)=C(C#N)C2c1cccnc1 (stereo not drawn)	14	-5	0.0	0	-5	68	69	-2	74	-5	-4
Cc1ccc(C)c(-n2c(CNc3ccc(F)cc3)nnc2SCC(N)=O)c1	38	-13	0.1	0	1	103	107	-2	100	-10	-10
O=Cc1cn(-c2ccc(F)cc2)c2ccccc12	16	-6	0.3	11	-4	101	104	0	108	0	0
CC1CC(C)CN(C(=O)COC(=O)c2ccc[nH]c2=O)C1 (stereo not drawn)	21	-3	0.5	1	-3	103	102	-2	103	0	-4
CN1CCN(C=NC2=NN(c3cccc(C(F)(F)F)c3)CC2)CC1	12	-8	0.3	4	-5	107	107	-4	106	-8	-10
COc1ccccc1N1CCN(S(=O)(=O)c2c(C)[nH]c(=O)[nH]c2=O)CC1	20	0	0.8	1	-4	97	99	-3	103	-4	0
COc1ccc(S(=O)(=O)N2CCCCC2)cc1-n1cnnn1	12	-6	0.0	1	-3	99	102	-1	101	-2	0

A different layout for 2 compounds above.
| mol | GSH fluor | Bim-Bfl-1 | ABCB1 inh | ABCG2 block | Bim-Bcl-XL | RGS7-Gao reg | RGS4-Gao reg | Bim-Bcl-W | RGS8-Gao reg | Bim-Bcl-B | Bim-Bcl-2 |
| --- | --- | --- | --- | --- | --- | --- | --- | --- | --- | --- | --- |
| O=Cc1cn(-c2ccc(F)cc2)c2ccccc12 | 16 | -6 | 0.3 | 11 | -4 | 101 | 104 | 0 | 108 | 0 | 0 |
| CC1CC(C)CN(C(=O)COC(=O)c2ccc[nH]c2=O)C1 (stereo not drawn) | 21 | -3 | 0.5 | 1 | -3 | 103 | 102 | -2 | 103 | 0 | -4 |

Taken from the results shown (five entries):
SMILES	GSH fluor	Bim-Bfl-1	ABCB1 inh	ABCG2 block	Bim-Bcl-XL	RGS7-Gao reg	RGS4-Gao reg	Bim-Bcl-W	RGS8-Gao reg	Bim-Bcl-B	Bim-Bcl-2
O=C(O)c1cscn1	6	-4	0.2	0	-3	100	102	-2	103	-4	-2
COc1ccc(/C=N/Nc2snc(SC)c2C#N)cc1OC	22	0	0.2	4	-1	101	101	-2	101	-1	-3
COc1ccc(C2C(C#N)=C(N)N(c3ccccc3)C3=C2C(=O)CCC3)cc1Cn1cc([N+](=O)[O-])cn1 (stereo not drawn)	23	-15	1.5	7	-12	102	102	-3	102	-7	-9
C#CCSc1nc(N)c2c(n1)OC(N)=C(C#N)C2c1cccnc1 (stereo not drawn)	14	-5	0.0	0	-5	68	69	-2	74	-5	-4
Cc1ccc(C)c(-n2c(CNc3ccc(F)cc3)nnc2SCC(N)=O)c1	38	-13	0.1	0	1	103	107	-2	100	-10	-10

(more compounds)
SMILES	GSH fluor	Bim-Bfl-1	ABCB1 inh	ABCG2 block	Bim-Bcl-XL	RGS7-Gao reg	RGS4-Gao reg	Bim-Bcl-W	RGS8-Gao reg	Bim-Bcl-B	Bim-Bcl-2
Cc1ccc(OCC(=O)NC2CCS(=O)(=O)C2)cc1 (stereo not drawn)	34	-2	-0.2	-2	-8	99	100	-6	102	-6	-3
O=C(Nc1nc2c(s1)CCCC2)c1cccnc1	50	-11	0.1	2	-9	100	108	5	100	-11	-11
Cn1c(=O)oc2cc(S(=O)(=O)Nc3ccc(Cl)cc3F)ccc21	16	-2	0.0	2	-8	97	96	-6	97	-3	-3
Cc1ccc(N2C(=O)[C@@H]3[C@H](C2=O)C2CCCN2[C@@H]3C(=O)c2ccccc2)cc1 (stereo partly drawn)	25	1	0.1	0	0	100	101	-2	98	-2	0
CC(=O)c1ccc(NC(=O)COC(=O)c2nc(Cl)ccc2Cl)cc1	10	-7	0.8	12	-2	?	98	-1	100	-3	-5
O=C(CCS(=O)(=O)c1ccccc1)N1CCOCC1	9	-6	0.0	0	-16	99	102	-10	102	-6	-7
N#Cc1ccccc1NC(=O)COC(=O)/C=C/c1cn(-c2ccccc2)nc1-c1ccc(Cl)cc1	17	-9	0.1	5	0	?	94	-5	98	-3	-6
COC(=O)c1sccc1NC(=O)NC1CCCCC1	69	0	-0.3	11	-3	99	100	-3	101	0	-2
Cc1ccc(CC23CN4CCN(CC(C4)C2O)C3)c(C)c1 (stereo not drawn)	22	-1	0.6	2	0	121	103	-3	97	0	-2
Cc1cccc(NC(=O)Nc2cccc(C)n2)n1	25	-24	0.5	18	-14	93	95	-7	97	-10	-17
CC1=C(C(N)=O)C(c2ccccc2)n2nc(-c3ccncc3)nc2N1 (stereo not drawn)	8	-9	0.0	0	2	96	103	0	102	-3	-1
COc1ccc(C2Nc3ccccc3C(=O)N2Cc2ccco2)cc1COc1ccc(NC(C)=O)cc1 (stereo not drawn)	12	5	0.6	1	0	90	91	-3	93	-2	-2
O=C(Cc1c[nH]c2ccccc12)OCC(=O)c1ccccc1	13	0	0.1	2	-1	97	99	0	100	-1	-2
O=C(C1CN(S(=O)(=O)c2ccccc2)CCN1S(=O)(=O)c1ccccc1)N1CCCCCC1 (stereo not drawn)	11	-2	7.3	0	0	101	100	0	103	-2	0
COc1cc(/C=C/C(=O)Nc2ccncc2)cc(OC)c1OC	14	-2	0.2	15	-5	107	105	-3	107	-8	-9
Cc1ccc2nc(NC(=O)CCn3cccc3)sc2c1	13	-1	0.8	15	2	?	100	5	100	0	3
CN=CC1=C(O)CC(C)(C)CC1=O	81	-8	0.9	3	-2	103	104	-4	101	-4	-1
COc1ccc(NC(=O)C2CCCN(S(=O)(=O)c3cnc[nH]3)C2)cc1 (stereo not drawn)	14	0	0.5	2	-4	97	100	-2	97	-1	0
CCCC(C)C(=O)OCC(=O)Nc1ccc(Br)cc1 (stereo not drawn)	14	-5	0.9	28	0	98	96	2	97	-1	-2
CCCC1=C(C(=O)OCC)C(c2ccccc2OC)NC(=O)N1 (stereo not drawn)	56	-14	0.6	1	2	106	105	-1	107	-8	-8
COc1cc(NC(=O)COC(=O)/C=C/c2ccc(Cl)cc2Cl)cc(OC)c1	6	-1	-0.5	-3	-3	103	102	-2	100	0	-5
CCNC(=O)c1ccccc1NC(=O)c1cccc(S(=O)(=O)N2CCC(C)CC2)c1	17	-2	0.9	4	0	99	102	-2	103	0	-3
N#CCSc1nc2cc(C(=O)N3CCC(C(N)=O)CC3)ccc2c2nc3ccccc3n12	4	-2	0.2	1	5	102	99	3	103	6	-1
CN(CC(=O)Nc1ccc(S(=O)(=O)N2CCCC2)cc1)Cc1c(F)cccc1Cl	14	-8	1.6	9	-5	?	101	2	101	-8	-9
Cc1csc2nc(CCNS(=O)(=O)c3cccs3)cn12	19	-8	-2.6	-2	-3	100	99	1	99	-4	-11
COc1ccc(CNc2ccc(C)c(C)c2)c(OC)c1OC	62	-6	0.2	1	-2	99	100	-4	100	-6	-4
CCC(=O)Nc1cccc(NC(=O)CSc2nnc(C3CC3)n2C)c1	20	-1	0.5	1	0	96	102	-2	101	2	0
O=c1ccnc(Sc2ncccc2[N+](=O)[O-])[nH]1	15	0	-0.7	-1	-3	103	98	-3	100	-2	2

Bioassay records: PubChem BioAssay, NMMLSC
